Assay outcomes from PubChem BioAssay.
H9c2 TAG inh: inhibitors of triacylglycerol accumulation. H9c2 cells, Nile Red lipid (TAG) fluorescence; cells loaded with 200 µM oleic acid. inhibition, % at 12.5 µM. hit rate 0.66% among 230,000;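 active = pattern-corrected inhibition of lipid staining of at least 50% with the nuclear-stain viability signal not falling by more than 50%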;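 note: 0% = DMSO wells and 100% = triacsin C control wells; some results filed as inactive read as strong as hits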
H9c2 TAG inh DAPI viability: recorded beside H9c2 TAG inh, whose call it bears; DAPI nuclei signal change (viability), lower = more cytotoxic, %;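 whole-well DAPI fluorescence read on a plate reader as a viability signal; minus 50 percent equals half of cells still viable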
* hit, by the source's call; & = joins results of further samples.

canonical_smiles	H9c2 TAG inh	H9c2 TAG inh DAPI viability
Cn1c(=O)c2c(nc(CN3CCN(Cc4ccccc4)CC3)n2Cc2ccc(F)cc2)n(C)c1=O	-4	3
CSc1ncccc1C(=O)OCC(=O)NC1CCCc2ccccc21 (stereo not given)	-9	0
COC(=O)c1ccc(C23CC4(C2)[C@H](CN(Cc2cccnc2)[C@@H]4c2ccccc2)C3c2ccc(Cl)nc2)cc1 (stereo not given in full)	5	13
CC(C)Cn1c(SCC(=O)O)nnc1-c1cccc(S(=O)(=O)N2CCOCC2)c1	4	0
Cc1cc(C)c(S(=O)(=O)NCc2cccs2)cc1C	-36	4
Oc1ccc(-c2nnc(SCC3CCCCC3)o2)cc1	-11	2
O=c1oc([C@@H](O)c2ccccc2)cc2ccccc12	-28	-10
O=C(NCc1ccccn1)c1ccc(OC2CCN(Cc3ccccc3O)CC2)cc1	16	-9
c1ccn(-c2ncnc3sc4c(c23)CCCC4)c1	-11	7
Fc1ccc(CNC(=S)NCc2cccc(Cl)c2)cc1	5	-3
Cc1ccc[n+](-c2nc3ccccc3nc2C(=C=[N-])C#N)c1	14&-14	1&5
O=C(Nn1cnc2ccccc2c1=O)c1ccc([N+](=O)[O-])cc1	6	-6
COc1ccc(NC(=O)CN(C)C(=O)c2c(-c3c(F)cccc3Cl)noc2C)cc1	-9	5
C=CCNC(=S)NNC(=O)c1ccncc1	1	-2
Cc1c(C(=O)N2CCC(C(N)=O)CC2)oc2ccc(Br)cc12	-11	2
O=C(c1cc(F)ccc1F)C1CCCN(C(=O)CCc2cnccn2)C1 (stereo not given)	-7	13
COc1cccc(NC(=O)CN(C)C(=O)CNC(=O)c2ccc3ccccc3c2)c1	-13	-2
O=C(Cn1c(=O)sc2ccccc21)OC(CCl)CCl	-3	10
C[C@]12CC[C@H](O)CC1=C[C@H](O)C1C2CC[C@@]2(C)C1CC[C@@]2(O)C#Cc1ccc(CN)cc1 (stereo not given in full)	10	-10
COc1ccc(NC(=O)C(=O)NCCN2CCN(C(=O)c3ccc(C(C)(C)C)cc3)CC2)cc1	-4	-3
NC(=O)c1cc([N+](=O)[O-])ccc1NCC1CCCCC1	2	-5
COc1ccccc1NC(=O)c1ccc(-c2nn(C)c(=O)c3ccccc23)cc1	7	2
CC(C)c1ccc(NC(=O)c2ccc(NS(C)(=O)=O)cc2)cc1	1	-7
CC1=C(C(=O)OCC2CCCO2)C(c2ccc(C)cc2)C2=C(CCCC2=O)N1 (stereo not given)	-8	1
O=C(NCCSc1ccccc1)c1ccccc1F	4	-2
CCNC(=O)OCCC12CC3CC(CC(C3)C1)C2	5	-6
CC(O)CSc1nc2c(c(=O)[nH]c(=O)n2C)n1Cc1ccccc1 (stereo not given)	12	1
COC(=O)c1cccc(C23CC4(C2)[C@H](CN(Cc2ccc(C(F)(F)F)cc2)[C@@H]4c2ccccc2)C3c2ccccc2)c1 (stereo not given in full)	1	-6
Cc1cccc(OCC(=O)Nc2ccc(S(=O)(=O)Nc3ccccn3)cc2)c1	-22	8
Cc1ccc(/C=N/Nc2ccc(C(=O)O)cc2)s1	-7	4
CCN(CC(=O)NCc1cccs1)S(=O)(=O)c1cccc(C(C)=O)c1	-5	-2
Cc1ccccc1C(=O)Nc1ccnn1C1CCN(C(=O)C2CCOC2)CC1 (stereo not given)	4	2
O=C(NNC(=O)c1ccc([N+](=O)[O-])cc1)c1ccc(NS(=O)(=O)c2cccs2)cc1	2	6
CCCCN(C(C)=O)c1c(N)n(CCC)c(=O)n(CC(=O)Nc2cc(Cl)cc(Cl)c2)c1=O	-28	5
Cc1cc2ccccc2n1CCNC(=O)COc1ccc2ccccc2c1	8	-5
CCOc1ccc(NC(=S)N(CCc2c(C)[nH]c3ccccc23)Cc2cccnc2)cc1	10	-5

Structures listed so far that have an aryl thioether with sulfur outside any ring, in the order listed:
canonical_smiles	H9c2 TAG inh	H9c2 TAG inh DAPI viability
CSc1ncccc1C(=O)OCC(=O)NC1CCCc2ccccc21 (stereo not given)	-9	0
CC(C)Cn1c(SCC(=O)O)nnc1-c1cccc(S(=O)(=O)N2CCOCC2)c1	4	0
Oc1ccc(-c2nnc(SCC3CCCCC3)o2)cc1	-11	2
O=C(NCCSc1ccccc1)c1ccccc1F	4	-2
CC(O)CSc1nc2c(c(=O)[nH]c(=O)n2C)n1Cc1ccccc1 (stereo not given)	12	1

More entries follow.
canonical_smiles	H9c2 TAG inh	H9c2 TAG inh DAPI viability
COc1ccc(OCC(=O)NNC(=O)c2cccnc2)cc1	15	-2
CCOC(=O)[C@@H]1[C@H]2COc3cc(OC)ccc3[C@@H]2N2C(=O)N(c3ccc(F)cc3)C(=O)[C@]12C	19	-5
CN(C(=O)c1cccc(NC(=O)Cc2cccc(NC(=O)C3CCN(C(=O)C4CCC4)CC3)c2)c1)C1CC1	14	2
CC1CCC(=NO)C(=NO)C1 (stereo not given)	-6	3
COc1ccc(OC)c(CNc2ccc([N+](=O)[O-])cc2C)c1	146	-116
O=C(CN(CC1CCCO1)C(=O)CCC(=O)Nc1nccs1)NCc1ccc2c(c1)OCO2 (stereo not given)	9	4
Cn1ccnc1C(=O)c1cc(SCC(=O)NCc2ccccc2)nc2ccccc12	-10	5
Clc1ccc(CSc2nnc(-c3ccccn3)n2Cc2ccco2)cc1Cl	-31	4
CCCCNC(=O)CS(=O)Cc1nc(-c2cccs2)oc1C (stereo not given)	6	-13
CS(=O)(=O)c1ccc(Cl)c(C(=O)OCC(=O)NC2CCCCCCC2)c1	-8	-7
CN1Cc2sc(N)c(C#N)c2CC1(C)C	-7	-6
O=C(COc1ccc(Br)cc1CNC1CCCCC1)NCCc1ccccc1	59*	-26*

Complete entries, looked up by structure. Values in the order: H9c2 TAG inh, H9c2 TAG inh DAPI viability
CCOC(=O)[C@@H]1[C@H]2COc3cc(OC)ccc3[C@@H]2N2C(=O)N(c3ccc(F)cc3)C(=O)[C@]12C in the list: 19, -5
O=C(CN(CC1CCCO1)C(=O)CCC(=O)Nc1nccs1)NCc1ccc2c(c1)OCO2 (stereo not given) in the list: 9, 4
COc1ccc(OCC(=O)NNC(=O)c2cccnc2)cc1 in the list: 15, -2
CN(C(=O)c1cccc(NC(=O)Cc2cccc(NC(=O)C3CCN(C(=O)C4CCC4)CC3)c2)c1)C1CC1 in the list: 14, 2
Cn1ccnc1C(=O)c1cc(SCC(=O)NCc2ccccc2)nc2ccccc12 in the list: -10, 5

The list goes on.
canonical_smiles	H9c2 TAG inh	H9c2 TAG inh DAPI viability
C=CCSc1nnc(NC(=O)CSc2nc3ccccc3o2)s1	12	-11
Cc1nnc(NC(=O)CSc2ccc(-c3ccc(Cl)cc3)nn2)s1	6	0
Cn1c(Cc2ccccc2)nnc1SCC(=O)N1CCOCC1	-3	-6
COc1ccc(-c2nc(-c3cccc(C)c3)[nH]c(=O)c2C#N)cc1	17	-2
O=C(O)Cc1sc(Nc2ccc(F)cc2)nc1-c1cccs1	-8	-3
CCCCNC(=O)C1(C)CCN1C(=O)Cc1ccc(OC)cc1 (stereo not given)	9	12
Cn1c(=O)[nH]c(=O)c2c1nc(CN1CCN(c3cccc(Cl)c3)CC1)n2CCCc1ccccc1	-17	4
CC(=O)N(C(C)=O)c1ncnc2c1c(-c1ccc(Cl)cc1)nn2C(C)(C)C	12	19
Cc1nn(C)c(C)c1NC(=O)CSc1nc(C2CC2)nc2c1cnn2-c1ccccc1	-18	5
CCCn1c(N)c(C(=O)CSc2nnc(-c3ccco3)n2Cc2ccccc2)c(=O)[nH]c1=O	15	5
Cc1ccc(C)c(NC(=O)CN(C)C(=O)c2ccc3c(=O)n4c(nc3c2)CCC4)c1	2	8
Cc1c(NC(=O)c2cccc(-c3cc4ccccc4oc3=O)c2)cccc1-c1nc2ncccc2o1	-2	1
Cc1ccc(S(=O)(=O)N(C)c2ccc(C(=O)N(CC(C)C)C3CCS(=O)(=O)C3)cc2)cc1 (stereo not given)	-22	2
CCOC(=O)[C@H]1[C@H]2COc3ccc(Br)cc3[C@@H]2N2C(=O)c3c(C)cc(C)cc3NC(=O)[C@@]12C	-8	0
COC(=O)C1=C(C)Nc2ccc(C)cc2S1	8	-3
CC(C)N1CCC1(C)C(=O)Nc1cccc2ccccc12 (stereo not given)	-6	-3
COc1ccc(OC)c(NC(=O)CSc2nnc(CNc3ccc(C)cc3C)o2)c1	-2	-4
CC(=O)Nc1ccc(CN(C)c2c(C)nc3ccc(C(=O)N(C)Cc4ccco4)cn23)cc1	-16	-1
N/C(=N\OC(=O)CCC1CCCC1)c1ccccc1	7	0
COc1ccccc1NC(=O)COC(=O)c1ccc2ccccc2n1	-15	12
Cc1nc2c(ccc3nc(NC(=O)Cc4cccc5ccccc45)sc32)s1	51*	-2.5*
CSc1cccc(NC(=O)CN2C(=O)c3ccccc3S2(=O)=O)c1	-4	-3
CCOC1(OCC)C(c2ccc(N)cc2)C(C#N)(C#N)C1(OCC)OCC (stereo not given)	37	-9
Cc1ccc(/C=C/S(=O)(=O)NCc2ccc(F)cc2)cc1	-2	2
Cc1nc(N2CCN(S(=O)(=O)c3ccccc3C#N)CC2)c2c(-c3ccccc3)csc2n1	0	0
Cc1cc(C)cc(N(CC(=O)NC(C)(C)C)C(=O)CNC(=O)c2cccs2)c1	-4	2
COc1ccccc1/C=C/C1C(C(=O)OCC(C)C)=C(C)N=C2SCCC(=O)N21 (stereo not given)	3	4
CCOC(=O)C1=C(C)c2ccccc2N(S(=O)(=O)C(F)(F)F)C1C(=O)OCC (stereo not given)	-6	4
COC(=O)Cn1nnc2c(cnn2-c2ccccc2)c1=O	10	-3
Cn1c(/C(C#N)=C(\O)c2cccc(F)c2)nc2ccccc21	14	-2
CC(C)C(=O)Nc1cc(C(F)(F)F)ccc1-n1ccnc1	-16	0
O=C(CN1C(=O)NC2(CCOc3ccccc32)C1=O)NCCc1ccc(F)cc1 (stereo not given)	0	2
CCOC(=O)C1=C(c2ccccc2)NC(SCC(=O)Nc2ccccc2C)=C(C#N)C1c1ccco1 (stereo not given)	28	4
COc1ccc(C2(C#N)CCC(=O)N2c2ccccc2)cc1 (stereo not given)	-5	3
CC(OC(=O)[C@H](C)N=C1NS(=O)(=O)c2ccccc21)C(=O)Nc1ccc(F)c(F)c1F (stereo not given in full)	3	3
CC1=C(C(=O)Nc2ccccc2)C(c2ccncc2)C(C#N)=C(SCC(=O)NC2CC2)N1 (stereo not given)	-13	-2
O=C1CCC(=O)c2oc3ccccc3c2N1	9	0
Cc1ccc(C)n1CCN1CCN(C(=O)CSc2nc3ccccc3nc2N2CCOCC2)CC1	-3	19
O=C(CC1NCCNC1=O)OCCCc1ccccc1 (stereo not given)	10	0
C[N+](C)(CCOc1ccccc1)Cc1ccccc1 (tested in a mixture with another compound)	16	-5
C/C(=N\NC(=S)NC(C)C)c1ccc(C(C)(C)C)cc1	-15	7
O=C(NN1C(=O)c2ccccc2NC1c1ccco1)c1ccccc1 (stereo not given)	6	-14
COc1ccc(CCN(C)C(=O)c2ccc(S(=O)(=O)Nc3ccccc3F)cc2)cc1OC	-5	8
C=CCNC(=O)c1onc(CSc2ccc(F)cc2)c1C(=O)NCCOC	-28	-2
CN(C)S(=O)(=O)c1ccc(C(=O)OCC(=O)NCc2ccccc2)cc1	-1	3
CCN(CC)c1ccc(NC(=O)C2CCC(CNc3c(N4CCCC4)c(=O)c3=O)CC2)c(C)c1 (stereo not given)	-8	11
CCN(CC(=O)Nc1c(F)cccc1F)C(=O)c1ccc(S(=O)(=O)N2CCC(C)CC2)cc1	8	1
COc1ccc([C@@H]2CC=C(C(=O)O)[C@H](c3ccc(C(C)(C)C)cc3)N2S(=O)(=O)c2ccc(C)cc2)cc1OC	2	4
O=C1C2ON(c3ccccc3)C(c3cccnc3)C2C(=O)N1Cc1ccccc1 (stereo not given)	3	2
CC(C)NS(=O)(=O)c1ccc(OCC(=O)Nc2cccc(F)c2)cc1	3	6
O=C(N1CCOCC1)C1(c2ccc(Cl)cc2)CCCC1	8	-1
COc1ccccc1-c1nnc(SCC(=O)N2CCC(C)CC2)o1	9	-8
O=S(=O)(c1ccccc1F)N(Cc1ccco1)Cc1nnc(-c2ccccc2Br)o1	-19	15
NCCc1nnc(SCC(=O)c2ccc(Cl)cc2)o1	1	-4
COc1ccc(CNC(=O)Oc2ccccc2)cc1Cl	4	0
O=C(CSCc1ccc(Br)cc1)NC1CC1	2	4
CCOC(=O)c1cnc2c(C#N)c(C)nn2c1-c1ccccc1	2	-6
Cc1[nH]c2ccccc2c1CN1CCC(Cc2ccccc2)CC1	109	-64
CCOc1cc(/C=N/Nc2cc(C)nc(-n3nc(C)cc3C)n2)ccc1O	68*	-32*
COc1ccccc1OCC(=O)NCC1CCCN(Cc2cnn(C)c2C)C1 (stereo not given)	3	1

New compounds follow.
canonical_smiles	H9c2 TAG inh	H9c2 TAG inh DAPI viability
N#CC1=C2C=Cc3ccccc3N2CCCC1=O	9	9
CCOC(=O)c1ccc(Nc2cc(C)nc(C)c2C(=O)OCC)cc1	-6	8
O=C(NC1CCCC1)C1CCC(=O)N1C1CCCCC1 (stereo not given)	-1	5
COc1ccc(-c2cc(C(F)(F)F)nc(SCCC(=O)NCc3ccccc3)n2)cc1	-7	8
CCCCN1CC(COCc2ccccc2)Oc2ccccc2S1(=O)=O (stereo not given)	-17	4
CCOc1ccc(NC(=O)COc2ccc(N3CC(C(N)=O)CC3=O)cc2)cc1 (stereo not given)	-2	3
CC(C)C(NC(=O)C1CCCCC1)C(=O)NCCc1ccccc1 (stereo not given)	-22	7

This is a subset; count on the stated rates, not on these rows.
